Assay outcomes from PubChem.
ELG1 genotox: qHTS screen for small molecules that induce genotoxicity in human embryonic kidney (HEK293T) cells expressing luciferase-tagged ELG1 | HEK293T ELG1-luciferase reporter, luminescence, 16 h | Potency, µM (top dose mostly 46 µM), for inactives: at the highest dose activity change, positive = activation, most hits filed as activators | hit rate 1.3% among 330,000 | AID 504466, 2011; note: potency is the fitted concentration of half-maximal effect; % of control where 0% means no effect; nearly all actives have a fitted effect of over 60% in size
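DMSO vehicle served as control against compound-treated ELG1-luciferase HEK293T cells; exposure lasted 16 hr at 37 °C and 5% CO2, followed by ONE-Glo luminescence detection after 30 min.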
Tb PFK inh: qHTS Assay to Find Inhibitors of T. brucei phosphofructokinase. ATP-dependent 6-phosphofructokinase (Trypanosoma brucei brucei), O15648. T. brucei PFK, ADP-Glo luminescence. Potency, µM (doses to about 57.5 µM), for inactives: at the top dose activity, negative = inhibition, hits mostly inhibitors. hit rate 0.17% among 330,000;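 note: potency is the fitted concentration of half-maximal effect; 0% = uninhibited 1x PFK enzyme wells and -100% = no-enzyme wells; nearly all actives have a fitted effect of over 60% in size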
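PFK 1.25 nM, F6P 0.5 mM, ATP 0.1 mM, 0.1 M TEA pH 8.0, 5 mM MgCl2, 0.01% Tween20, 0.1% BSA; 45 min RT. ADP-Glo readout. qHTS titration up to 57 uM; curves fitted, compounds curve-classed.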
FLuc modulator: qHTS profiling assay for firefly luciferase inhibitor/activator using purifed enzyme and Km concentrations of substrates (counterscreen for miR-21 project); purified FLuc, Km substrates, luminescence inhibition; Luciferin 4-monooxygenase (Photinus pyralis), P08659; Potency, µM (highest dose often 57.5 µM), inactives show at the top dose activity change, negative = inhibition, hits mostly inhibitors; AID 588342, 2011; hit rate 6.9% among 360,000;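 note: potency is the fitted concentration of half-maximal effect; plate controls were vehicle for no effect and reference inhibitor for full effect; nearly all actives have a fitted effect of over 55% in size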
Target sequence (P08659 whole entry, looked up): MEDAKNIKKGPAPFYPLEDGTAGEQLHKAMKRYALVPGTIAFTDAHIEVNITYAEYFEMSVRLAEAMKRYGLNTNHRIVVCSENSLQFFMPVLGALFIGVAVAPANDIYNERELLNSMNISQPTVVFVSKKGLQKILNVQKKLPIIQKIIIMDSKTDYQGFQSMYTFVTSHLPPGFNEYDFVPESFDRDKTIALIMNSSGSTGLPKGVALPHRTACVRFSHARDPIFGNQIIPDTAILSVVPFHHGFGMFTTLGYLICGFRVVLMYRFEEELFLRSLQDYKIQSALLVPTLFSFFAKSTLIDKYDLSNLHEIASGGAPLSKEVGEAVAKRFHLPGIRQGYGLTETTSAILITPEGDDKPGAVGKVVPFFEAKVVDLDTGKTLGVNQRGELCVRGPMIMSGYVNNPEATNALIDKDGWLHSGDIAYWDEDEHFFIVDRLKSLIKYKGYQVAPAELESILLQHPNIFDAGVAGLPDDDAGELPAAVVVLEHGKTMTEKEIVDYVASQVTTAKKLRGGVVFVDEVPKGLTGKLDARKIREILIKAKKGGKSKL
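Purified P. pyralis luciferase, 10 nM final, with Km-level 10 uM D-luciferin and 10 uM ATP in 50 mM Tris acetate pH 7.5, 10 mM Mg acetate, 0.01% Tween-20, 0.05% BSA; 6-point qHTS titration about 60 µM downward; luminescence read.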
Rab9 promoter act: qHTS Assay for Rab9 Promoter Activators; Huh7 Rab9 promoter-luciferase reporter, luminescence, 24 h; Potency, µM (series often up to 9.22 µM), inactives show top-dose activation, negative = inhibition, usual class: activators; hit rate 2.8% among 320,000; note: potency is the fitted concentration of half-maximal effect; % of control where 0% means no effect; nearly all actives have a fitted effect of over 60% in size
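Rab9 promoter-driven luciferase in stably transfected Huh7 cells; 1500 cells/well rested 2 h, exposed to compound in DMSO for 24 h at 37 °C, 5% CO2. Luminescence read 10 min after adding luciferase reagent at ambient temperature.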
Giardia kill: Small Molecules that selectively kill Giardia lamblia: qHTS; Giardia lamblia trophozoite viability; activity change, % at 7.66 µM, hits read low; hit rate 0.15% among 340,000; AID 540267, 2011; in the data active = activity change below about -80%; inconclusive = between about -30% and that limit;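 note: parasites exposed to compound for two days anaerobically before the ATP read; % is set by controls: 0 for no effect and ±100 for the full control effect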
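Killing of trophozoites was scored by loss of ATP luminescence after a 48 hrs anaerobic exposure to compounds at 37 deg C, using 100 cells per well.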
Gal4-VP16 FLuc: VP16 counterscreen qHTS for inhibitors of ROR gamma transcriptional activity; Drosophila S2 Gal4-VP16 UAS-luciferase, luminescence, 20 h; AID 2546, 2010; Potency, µM (highest dose often 53.6 µM), for the others: top-dose activity, negative = inhibition, most hits filed as inhibitors; hit rate 3.5% among 310,000;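 note: Gal4-VP16 expression switched on by copper sulfate through the metallothionein promoter; potency is the fitted concentration of half-maximal effect; % is set by controls: 0 for no effect and ±100 for the full control effect; nearly all actives have a fitted effect of over 50% in size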
NPC1 promoter act: qHTS Assay for NPC1 Promoter Activators; Potency, µM (titrated, usually from 9.22 µM), for the others: at the highest dose activation, actives largely listed as activators; AID 485313, 2010; hit rate 2.4% among 320,000; Huh7 NPC1 promoter luciferase reporter, 24 h;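 note: potency is the fitted concentration of half-maximal effect; % of control where 0% means no effect; nearly all actives have a fitted effect of over 60% in size; reporter is driven by a mutant NPC1 promoter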
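Readout is luciferase luminescence, reflecting NPC1 promoter activation in stably transfected Huh7 cells after 24 h compound exposure at 37 °C in reduced-serum medium with 10% FBS.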
KCNH2 3.1 inh: qHTS for Inhibitors of KCHN2 3.1: Mutant qHTS | U2OS KCNH2 3.1, thallium flux FluxOr; active compounds read low | activity change, % (tested at about 1.8 µM) | hit rate 0.95% among 340,000 | Potassium voltage-gated channel subfamily H member 2, brain isoform KCNH2 3.1 (human);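 active = maximum activity change below -70%; inconclusive = maximum activity change from -70% to -50%; inactive = maximum activity change above -50%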;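 note: thallium influx rate constant from kinetic fluorescence after stimulation buffer; % is set by controls: 0 for no effect and ±100 for the full control effect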
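Thallium flux via FluxOr fluorescence (Red40 quencher, 45 min loading) in U2OS cells virally expressing the KCNH2 3.1 isoform (1.77 x 10^8 /mL virus, overnight at 37 C). Rate constants from 2-min kinetic reads post-stimulation, normalised to positive and negative controls.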
FBPA coupling cs: qHTS Assay for Inhibitors of Fructose-1,6-bisphosphate Aldolase from Giardia Lamblia: Coupling assay counterscreen; coupling enzyme system counterscreen, AmpLite Red fluorescence; activity change, negative = inhibition, % at 58.2 µM, hits read low; hit rate 0.67% among 290,000; in the data active = activity change below about -30%; note: % is set by controls: 0 for no effect and ±100 for the full control effect
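Final compound at 57.5 uM, incubated 10 min at RT with coupling enzyme reagent (glyceraldehyde-3-phosphate), then 20 min with substrate and AmpLite Red detection. Fluorescence read at 525/598 nm; tests interference with the coupling assay, not aldolase inhibition.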
RORg inh: qHTS for inhibitors of ROR gamma transcriptional activity | Nuclear receptor ROR-gamma (Mus musculus), P51450 | Potency, µM (doses to about 53.6 µM), for the others: at the top dose activity change, negative = inhibition, actives largely listed as inhibitors | Drosophila S2 Gal4-RORgamma UAS-luciferase reporter, 20 h | hit rate 5.4% among 310,000; note: potency is the fitted concentration of half-maximal effect; % is set by controls: 0 for no effect and ±100 for the full control effect; nearly all actives have a fitted effect of over 60% in size
Target sequence (P51450 whole entry, looked up, the tested form may be a part): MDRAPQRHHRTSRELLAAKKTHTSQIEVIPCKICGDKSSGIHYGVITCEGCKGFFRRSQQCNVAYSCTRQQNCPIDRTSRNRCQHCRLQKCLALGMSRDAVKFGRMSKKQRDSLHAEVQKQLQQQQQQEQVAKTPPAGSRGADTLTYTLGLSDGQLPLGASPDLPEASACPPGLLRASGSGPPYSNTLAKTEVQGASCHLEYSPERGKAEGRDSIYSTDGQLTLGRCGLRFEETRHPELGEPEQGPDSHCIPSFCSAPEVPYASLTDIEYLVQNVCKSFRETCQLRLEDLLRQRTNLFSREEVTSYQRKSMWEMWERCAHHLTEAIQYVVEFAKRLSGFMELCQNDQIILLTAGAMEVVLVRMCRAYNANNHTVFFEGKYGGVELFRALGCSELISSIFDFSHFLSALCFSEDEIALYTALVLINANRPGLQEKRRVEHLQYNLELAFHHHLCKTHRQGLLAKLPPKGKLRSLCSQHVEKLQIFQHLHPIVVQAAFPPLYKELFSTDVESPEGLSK
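Luciferase reporter read in Schneider cells carrying Gal4-RORγ (mouse) and UAS-Photinus luciferase; cells given compound 1 h before 700 uM copper sulfate induction, then incubated 20 h at ambient temperature.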
uPA surface inh: qHTS for Inhibitors of Cell Surface uPA Generation; hit rate 0.31% among 330,000; cell surface uPA generation assay, qHTS; Potency, µM (series often up to 38.3 µM), for inactives: at the top dose activity change, negative = inhibition, actives largely listed as inhibitors; active = well fitted inhibition curve with a large enough effect; inconclusive = small, poorly fitted or top-dose-only effect; inactive = no such curve, though single readings can be large or run the other way; tested in mouse RAW 264.7 cells; note: potency is the fitted concentration of half-maximal effect; % is set by controls: 0 for no effect and ±100 for the full control effect; nearly all actives have a fitted effect of over 55% in size
An asterisk follows results filed as active; ? = inconclusive; . = no result given; [ ] = another dose, or the depositor's remark. Unless noted, calls come from the whole dose curve; as a rule, active = well fitted curve in the direction sought with a large enough effect; inconclusive = small, poorly fitted or top-dose-only effect, or another doubt; inactive = no such curve, though single readings can be large; an effect the other way counts as inactive or inconclusive.

SMILES	ELG1 genotox	Tb PFK inh	FLuc modulator	Rab9 promoter act	Giardia kill	Gal4-VP16 FLuc	NPC1 promoter act	KCNH2 3.1 inh	FBPA coupling cs	RORg inh	uPA surface inh
Cc1ccc(S(=O)(=O)N2CCOCC2)cc1NC(=O)COC(=O)CCOc1ccc(C(C)(C)C)cc1	4%	2%	3.8µM*	-9%	-3	.	0%	-13	.	.	5%
O=C(NCCCO)/C(=C/c1ccco1)NC(=O)c1ccc(Br)o1	-3%	-1%	2%	1%	-2	5%	4%	4	-10	1%	-10%
CCOC(=O)c1c(NC(=O)CSc2nnc(-c3ccco3)o2)sc(C)c1C	0%	3%	4%	-10%	3	2%	-7%	-8	-4	18%	-7%
Cc1csc(SCC(=O)NC(=O)NC2CCCC2)n1	5%	1%	-2%	0%	-4	-14%	-2%	15	4	23%	4%
CN(CC(=O)O)S(=O)(=O)c1ccc2oc3ccccc3c2c1	-2%	1%	-2%	0%	-17	.	-6%	-7	8	.	24%
O=C(NCc1ccc2c(c1)OCO2)c1ccc2c(c1)N(Cc1c(F)cccc1Cl)C(=O)CS2	-3%	-1%	-1%	-13%	-15	?	-1%	8	6	21%	0%
N#Cc1cccc(C(c2nnnn2C2CCCC2)N2CCC(Cc3ccccc3)CC2)c1 (stereo unspecified)	-3%	-2%	2%	-3%	?	-10%	-2%	-31	-2	24%	6%
CCC(=O)Nc1ccc(NC(=S)NC(=O)/C=C/c2ccco2)cc1	2%	2%	-1%	6%	-27	7%	-7%	17	-1	-15%	-6%
CC(C)C(NC(=O)c1ccccc1)C(=O)OCc1cc([N+](=O)[O-])cc2c1OCOC2 (stereo unspecified)	0%	0%	?	0%	29	-3%	-3%	9	-1	?	-9%
O=C1NC(c2ccc(Cl)cc2)Oc2ccccc21 (stereo unspecified)	8%	3%	4%	-3%	-8	-2%	-7%	18	1	17%	-2%
O=C(c1cnc2ccc(Cl)cc2c1Cl)N1CCOCC1	-1%	-2%	2%	-5%	2	-1%	-3%	-11	0	0%	-30%
O=C(CCC1CCCC1)NNC(=O)c1ccc(F)cc1	1%	-5%	2%	-4%	-2	.	1%	4	.	.	3%
O=C(N/N=C/c1ccncc1)c1cccc(S(=O)(=O)Nc2ccc(Cl)cc2)c1	0%	1%	-10%	-2%	-20	-6%	-1%	8	3	-14%	-1%
Cc1cccc(Cc2nnc(CCC(=O)N(C)C3CCOC3)o2)c1 (stereo unspecified)	13%	-9%	?	19%	0	-9%	13%	8	3	21%	1%
O=C(CSc1nc2ccccc2c(=O)n1CCCN1CCOCC1)Nc1ccc(Br)cc1	-3%	-1%	.	.	-2	.	.	?	.	.	2%
Cc1ccc(C)c(S(=O)(=O)N2CCN(C(=O)c3ccncc3)CC2)c1	-2%	18%	3%	3%	-14	.	-4%	-18	.	.	-2%
CC(C)N1CCC(N2CCN(Cc3ccc4nonc4c3)CC2CCO)CC1 (stereo unspecified)	0%	-4%	-4%	4%	-28	-8%	-6%	-9	1	3%	3%
COc1cccc(/C=N/NC(=O)c2cc(C34CC5CC(CC(C5)C3)C4)[nH]n2)c1	0%	-8%	?	-2%	-5	-18%	-1%	-32	1	6%	2%
COc1ccc(C(CNC(=O)c2ccco2)N2CCCC2)cc1 (stereo unspecified)	14%	-1%	?	?	16	.	17%	-20	.	.	-24%
COc1cccc(CC(NC(C)=O)C(=O)NC2CCN(C(=O)Nc3ccc(C)cc3)CC2)c1 (stereo unspecified)	-2%	4%	6%	2%	5	11%	-2%	-11	-2	-1%	-3%
CN(CC(=O)OCC(=O)NCc1ccccc1)S(=O)(=O)c1ccc(F)cc1	3%	2%	2%	-1%	-21	.	-3%	4	.	.	3%
COc1ccc2oc(C(=O)NCc3ccco3)c(C)c2c1	?	-4%	17µM*	?	-3	27%	?	5	.	4%	-11%
CC(C)[C@]1(c2ccccc2)ON(c2ccccc2C(F)(F)F)C1=O	-3%	3%	1%	-3%	.	.	-2%	.	.	.	.
COC(=O)c1cc(S(=O)(=O)N2CCN(c3ccc(F)cc3)CC2)c[nH]1	-2%	1%	-2%	-3%	-9	-19%	0%	-20	0	-21%	-1%
CCOCCCNC(=O)c1ccc(/C=C2\Oc3ccccc3N(C)C2=O)cc1	-2%	-8%	?	2%[1.84 µM]	-1	5%	18%	5	3	2%	-5%
Other results:
SMILES	ELG1 genotox	Tb PFK inh	FLuc modulator	Rab9 promoter act	Giardia kill	Gal4-VP16 FLuc	NPC1 promoter act	KCNH2 3.1 inh	FBPA coupling cs	RORg inh	uPA surface inh
COc1ccc(N2CCN(C(=O)C3CCN(S(=O)(=O)c4ccc(C)cc4)CC3)CC2)cc1	-3%	0%	7%	-3%	-8	0%	-7%	12	3	12%	0%
O=C(NCCNS(=O)(=O)c1ccccc1)c1ccc([N+](=O)[O-])cc1	-8%	2%	6%	-1%	-8	22%	-6%	-4	0	13%[1.91 µM]	9%
CC(=O)Nc1ccc(NS(=O)(=O)c2ccccc2)cc1	23%	1%	3%	-3%	-8	-1%	2%	-2	1	-1%	9%
Cc1ccc(-c2cc(C(=O)N/N=C/c3c(C)nn(-c4ccccc4)c3C)n[nH]2)s1	-5%	0%	11µM*	-15%	-24	?	-12%	-26	1	-5%	?
CCc1nn(C(CC)C(=O)NCCCc2ccccc2)c(=O)c2cc3occc3n12 (stereo unspecified)	0%	-1%	2%	-4%	12	-16%	-1%	16	-1	19%	-3%
O=C(O)c1c[nH]c2c(C(F)(F)F)cccc2c1=O	-4%	0%	-1%	5%	-1	1%	-3%	-8	3	1%	0%
COc1ccccc1CCNS(=O)(=O)c1cc2c3c(c1)CCN3C(=O)CC2	3%	-2%	-1%	0%	11	.	-5%	-5	.	.	2%
Cc1noc(C)c1S(=O)(=O)N1CCCC(C(=O)NCCC2=CCCCC2)C1 (stereo unspecified)	0%	0%	-2%	-4%	20	1%	-8%	-4	-1	26%	-3%
CCn1c(CC(=O)Nc2ccc(C)c(Cl)c2)nnc1SCCOc1ccc(OC)cc1	17%	0%	-3%	-4%	16	0%	3%	-5	-2	-4%	.
CC(C)COP(=O)(OCC(C)C)C(Nc1ccccc1)c1ccc2c(c1)OCO2 (stereo unspecified)	1%	3%	4%	3%	-5	-22%	3%	-32	-1	?	7%
Cc1ccc(C(=O)CCC(=O)Nc2ccccc2C)c(C)c1	3%	0%	-14%	1%	-3	17%	12%	30	3	21%	1%
COc1ccc(CCN2CC(C(=O)O)CC2=O)cc1OC (stereo unspecified)	-2%	5%	-2%	-5%	-17	13%	-1%	-2	0	-2%	4%
Cc1ccc(OCC(=O)NC(C)c2ccccc2)cc1 (stereo unspecified)	1%	1%	0%	1%	-20	12%	1%	9	0	30%	3%
CC(Sc1n[nH]c(N)n1)C(=O)Nc1cccc(S(=O)(=O)N2CCOCC2)c1 (stereo unspecified)	3%	-1%	3%	4%	22	-10%	-4%	-1	0	10%	0%
CCC1CCCN1Cn1cnc2c([nH]c3ccc(C)cc32)c1=O (stereo unspecified)	1%	-2%	-15%	-10%	21	-11%	1%	1	4	-37%	2%
CCc1cc(C(=O)c2ccc(C)cc2)c(NC(=O)CCl)s1	27%	-1%	-25%	9%	-6	-10%	-3%	-5	2	-9%	-14%
Cc1cc(C)c2c(N)c(C(=O)NCC3CCCCC3)sc2n1	11µM*	0%	24µM*	?	-19	16%	?	6	-2	22%	2%
Cn1c(=O)c2c(SCc3ccccc3)nc(-c3ccco3)nc2n(C)c1=O	?	-1%	13%	0%	.	28%	0%	.	1	29%	.
CCc1ccc(CC(=S)N2CCOCC2)cc1	2%	-6%	-14%	4%	-17	1%	-2%	13	0	-13%	5%
CCn1c(N)c(C(=O)NCc2ccc3c(c2)OCO3)sc1=S	5%	-16%	-14%	1%	-10	11%	-1%	-9	-15	32%	3%
C=CCNc1ncnc2ccc(Br)cc12	-8%	3%	-2%	-12%[46.1 µM]	-5	9%	10%[46.1 µM]	-15	4	40%	-6%
CCN(CC)S(=O)(=O)c1ccc(NC(=O)c2ccc(NS(C)(=O)=O)cc2)cc1	-10%	-7%	-16%	-4%	-18	-1%	0%	-2	0	-4%	-2%
